Screening results as filed in PubChem BioAssay.
NFkB transloc pot – enhances IL-1B driven NFkB nuclear translocation; activation, % at 2 µM; HUVEC IL-1B NFkB p65 nuclear translocation imaging; 0.3% of 94,000 active; AID 819;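 active = activation above 40%, about the mean plus 3 SD, also judged a hit on visual image review; inconclusive = activation above 40% but not a hit on visual review; inactive = activation not above 40% and no visual hit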;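 also: percent activation is computed from the nuclear over cytoplasmic p65 intensity ratio; values of inactives mirror those of a sister screen read the other way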
Bcl-B TR3 displacers – displacers of TR3 peptide from Bcl-B, primary screen, selectivity assay for Bfl-1 inhibitor project, biochemical, fluorescence polarization. displacement, % at 20 µM, or IC50 in µM where a hit was titrated. 0.11% of 96,000 active. FP displacement of FITC-TR3 peptide from Bcl-B; higher % means a stronger effect;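 active = displacement above 50% at 20 µM plus a fluorescence interference ratio under 1.5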;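 also: plate controls were wells without compound for no effect and wells lacking Bcl-B protein for full effect; a part of the inactive calls stands beside numbers as strong as those of hits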
IL1B NFkB inh – blocks IL-1B driven NFkB nuclear translocation in HUVEC cells; HUVEC IL-1B NFkB p65 nuclear translocation imaging; inhibition, % at 2 µM; 0.43% of 94,000 active;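 active = inhibition above about 30% together with a positive call from visual inspection of the well image, limit read from the data; inconclusive = inhibition above a set limit but visual check negative; inactive = inhibition not above a set limit, visual check negative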;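 also: nuclear over cytoplasmic p65 intensity ratio measured by imaging; 0% = IL-1B stimulated DMSO wells and 100% = unstimulated DMSO wells; values of inactives mirror those of a sister screen read the other way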
PLAP inhibition – PLAP enzyme inhibitors, biochemical, luminescence, HTS (AID 690) | one-dose inhibition, % at 20 µM; IC50 in µM for titrated hits | purified PLAP, luminescent substrate; higher % means a stronger effect | 0.08% of 96,000 active; in the data active = a potency from the dose series; inactive = the rest, 99 in 100 with inhibition below about 30%; also: strong numbers were not always called active
MRP reversal – compounds reversing MRP-mediated drug resistance | H69AR cells + 2 uM doxorubicin, CellTiter-Glo, 72 h | differential viability (reversal), % at 10 µM | 0.04% of 85,000 active | AID 602;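 active = viability drop by adding the cancer drug above about 55%, with treated viability meeting a 40% cutoff, limit read from the data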;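 also: viability without doxorubicin minus viability with 2 µM doxorubicin for each compound; larger differential means the compound sensitizes cells more to doxorubicin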
MRP reversal cytotoxicity – also measured in MRP reversal; calls as there; viability, %; H69AR cells, CellTiter-Glo, 72 h; measured here: cytotoxicity without doxorubicin
MRP reversal with doxorubicin – recorded beside MRP reversal, whose call it bears; viability, %; measured here: viability with 2 uM doxorubicin; hits give low values
IL1B NFkB inh cell count 2 µM – second read-out of IL1B NFkB inh, no call of its own (marks repeat the call); cell count; measured here: cells passing quality filter;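 raw number of nuclei counted in each imaged well without normalization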
NFkB transloc pot cell count 2 µM – second read-out of NFkB transloc pot, no call of its own (marks repeat the call); cell count; measured here: cells passing quality filter
* = called active by the depositor; ? = inconclusive; / = no result given. Not all compounds are listed; rates above refer to the full screens.

1	CCCn1nnc2sc3c(c2c1=O)CCC(C)C3 (stereo unspecified)
2	O=C(Cc1cccc2ccccc12)N1CCCc2ccccc21
3	COc1ccc(C(=O)SC2=NCCS2)cc1
4	CN(C)c1ccc2c(c1)OC(N)=C(C#N)C2c1cccc(F)c1 (stereo unspecified)
5	CN1CCc2nc(SCC(=O)Nc3ccc(F)cc3)c(C#N)cc2C1
6	Cc1ccc(S(=O)(=O)Nc2nc3ccccc3s2)cc1
7	CCCCCNC(=O)c1ccc2c(=O)n(CCOC)c(=O)[nH]c2c1
8	c1nnc2c3c4c(sc3ncn12)CCCC4

assay / entry	1	2	3	4	5	6	7	8
NFkB transloc pot	-7	-7	3	/	10	9	3	11
NFkB transloc pot cell count 2 µM	174	146	91	/	153	151	152	147
Bcl-B TR3 displacers	-1%	-4%	/	-119%	39%	15%	3%	-4%
IL1B NFkB inh	7	7	-3	/	-10	-9	-3	-11
IL1B NFkB inh cell count 2 µM	174	146	91	/	153	151	152	147
PLAP inhibition	4%	-10%	/	14%	6%	18%	10%	1%
MRP reversal	13	19	-8	-25	7	3	/	0
MRP reversal cytotoxicity	97	94	89	25	86	99	/	96
MRP reversal with doxorubicin	84	75	97	50	80	95	/	96

9	COc1ccc(N2CCN(C(=O)CSc3nnc4nc(C)cc(C)n34)CC2)cc1
10	CC1CCCN(CC(=O)Nc2ccc(S(=O)(=O)N3CCCCCC3)cc2)C1 (stereo unspecified)
11	CCCCOc1ccc(Cl)cc1CSc1n[nH]c(C)n1
12	c1ccc(Cn2ncc3c(N4CCCCC4)ncnc32)cc1
13	CC(C)(CO)NC(=O)C(c1ccccc1)c1ccccc1
14	COc1ccccc1C1C(C(=O)c2sc(C)nc2C)=C(O)C(=O)N1CCN1CCOCC1 (stereo unspecified)
15	O=C(CSc1nc2ccccc2[nH]1)NC1CCS(=O)(=O)C1 (stereo unspecified)
16	COc1ccc(NCc2nnc(SCC#N)n2-c2ccccc2OC)cc1

assay / entry	9	10	11	12	13	14	15	16
NFkB transloc pot	9	-8	-12	/	12	/	27	3
NFkB transloc pot cell count 2 µM	150	129	165	/	135	/	173	128
Bcl-B TR3 displacers	/	5%	4%	-7%	-9%	-14%	-10%	-6%
IL1B NFkB inh	-9	8	12	/	-12	/	-27	-3
IL1B NFkB inh cell count 2 µM	150	129	165	/	135	/	173	128
PLAP inhibition	/	-36%	-20%	-39%	1%	-51%	-2%	-51%
MRP reversal	17	10	3	9	-14	/	/	1
MRP reversal cytotoxicity	89	82	92	82	96	/	/	90
MRP reversal with doxorubicin	72	73	88	72	110	/	/	89

17	O=C(c1ccc(COc2ccccc2Cl)o1)N1CCN(Cc2ccc3c(c2)OCO3)CC1
18	O=C(Nc1ccccc1C(F)(F)F)c1cc(S(=O)(=O)N2CCC3(CC2)OCCO3)ccc1F
19	CCOc1cc(CNC2CCCC2)cc(Cl)c1OCc1ccccc1
20	O=C1CN(c2nc(-c3ccccc3)c3cc(Br)ccc3n2)c2ccccc2N1
21	Clc1ccc(C(c2ccccc2)N2CCNCC2)cc1 (stereo unspecified)
22	COc1cccc(-c2cc(C(=O)Nc3cc(OC)c(OC)c(OC)c3)no2)c1
23	CCOC(=O)N1CCN(S(=O)(=O)c2cccc3ccc(C)nc23)CC1
24	Cc1cc(NC(=O)CCC(=O)N(CC(=O)NCC2CCCO2)c2ccc3c(c2)OCCO3)no1 (stereo unspecified)

assay / entry	17	18	19	20	21	22	23	24
NFkB transloc pot	-11	4	2	-10	-2	-1	4	8
NFkB transloc pot cell count 2 µM	123	162	182	89	169	141	131	143
Bcl-B TR3 displacers	2%	19%	-12%	-43%	0%	-3%	4%	/
IL1B NFkB inh	11	-4	-2	10	2	1	-4	-8
IL1B NFkB inh cell count 2 µM	123	162	182	89	169	141	131	143
PLAP inhibition	-26%	-1%	-37%	-8%	-11%	-18%	-3%	/
MRP reversal	-10	-1	/	/	-28	-35	18	-1
MRP reversal cytotoxicity	70	75	/	/	37	17	84	94
MRP reversal with doxorubicin	80	77	/	/	66	52	66	95

25	Cc1nc(SCC(=O)NCCc2ccc(Cl)cc2)nc(C)c1C
26	CCCn1nc2cc(C(=O)NC3CCCc4ccccc43)ccc2c1OCC (stereo unspecified)
27	O=C(/C=C/c1ccc(Cl)cc1Cl)NC(=S)Nc1ccccn1
28	O=C(CCl)NCc1c(Cl)cccc1-n1cccc1
29	COc1ccc(C2N(c3ccc(OC)cc3)C(=O)C3CCCN32)cc1 (stereo unspecified)
30	COc1ccc(OC)c(C2=Nn3c(nnc3C3CCCCC3)SC2)c1
31	CCN(CC)c1nc2n(c(=O)n1)CCO2
32	Cc1ccc(OCC(=O)N2CCCCC2)c(Br)c1

assay / entry	25	26	27	28	29	30	31	32
NFkB transloc pot	-12	-8	3	-2	-16	21	8	-97
NFkB transloc pot cell count 2 µM	122	125	118	130	154	154	138	17
Bcl-B TR3 displacers	9%	2%	5%	-7%	2%	-7%	-9%	0%
IL1B NFkB inh	12	8	-3	2	16	-21	-8	97*
IL1B NFkB inh cell count 2 µM	122	125	118	130	154	154	138	17*
PLAP inhibition	11%	-14%	5%	-2%	-37%	-8%	5%	-18%
MRP reversal	1	/	/	/	5	-7	-8	1
MRP reversal cytotoxicity	86	/	/	/	88	103	98	97
MRP reversal with doxorubicin	85	/	/	/	83	110	105	95

33	O=C(Cc1cccs1)OCC(=O)c1ccco1
34	COc1ccc(C(C(=O)NC2CCCC2)N(Cc2ccccc2)C(=O)c2nsc(Cl)c2Cl)cc1 (stereo unspecified)
35	CCCCNc1oc(-c2cccs2)nc1S(=O)(=O)c1ccccc1
36	N/C(=N\OC(=O)Cc1ccc(-c2ccccc2)cc1)c1ccccn1
37	COC(=O)c1sc(N2C(=O)C(O)=C(C(=O)c3ccc(C)o3)C2c2ccc(F)cc2)nc1C (stereo unspecified)
38	CC(=O)C1=C(C)OC(N)=C(C#N)C1c1cc2cc(C)c(C)cc2nc1Cl (stereo unspecified)
39	O=C(Cc1ccccc1)Nc1ccc(-c2nnc(-c3ccco3)o2)cc1
40	CCOC(=O)c1c(-c2cccs2)csc1NC(=O)CN(CC)CC

assay / entry	33	34	35	36	37	38	39	40
NFkB transloc pot	-2	/	18	5	16	43*	21	14
NFkB transloc pot cell count 2 µM	88	/	180	91	146	144*	178	116
Bcl-B TR3 displacers	47%	-6%	-10%	/	-6%	9%	/	-3%
IL1B NFkB inh	2	/	-18	-5	-16	-43	-21	-14
IL1B NFkB inh cell count 2 µM	88	/	180	91	146	144	178	116
PLAP inhibition	-46%	-29%	12%	/	-14%	-42%	/	-16%
MRP reversal	3	/	32	20	-4	/	/	26
MRP reversal cytotoxicity	81	/	98	109	76	/	/	92
MRP reversal with doxorubicin	78	/	67	89	80	/	/	66

41	N=C1C(c2nc3ccccc3c(=O)[nH]2)=C(O)CN1c1ccccc1
42	Cc1ccc(-c2nn(C)c(=O)c3ccccc23)cc1S(=O)(=O)N1CCCC1
43	Cc1cc(C)n2c(SCCN3C(=O)c4ccccc4C3=O)nnc2n1
44	Cc1sc(NC(=O)c2oc3ccccc3c2C)c(C#N)c1C
45	Cc1ccc(Cl)c2c1NC(=O)C2(O)CC(=O)c1ccccc1O (stereo unspecified)
46	C=CCN1C(=O)C(Cc2ccc(Br)cc2)S/C1=N\N=C\c1ccco1 (stereo unspecified)
47	CCOCCn1c(SCC)nc2c1c(=O)[nH]c(=O)n2C
48	COc1ccc(S(=O)(=O)NC(C)C(=O)Nc2ccccc2F)cc1 (stereo unspecified)

assay / entry	41	42	43	44	45	46	47	48
NFkB transloc pot	36	3	-15	10	-2	?	9	/
NFkB transloc pot cell count 2 µM	153	67	68	123	93	/	132	/
Bcl-B TR3 displacers	-104%	-1%	/	0%	/	-1%	/	-1%
IL1B NFkB inh	-36	-3	15	-10	2	-70	-9	/
IL1B NFkB inh cell count 2 µM	153	67	68	123	93	127	132	/
PLAP inhibition	-116%	-50%	/	11%	/	4%	/	6%
MRP reversal	/	/	-12	4	-5	/	1	-7
MRP reversal cytotoxicity	/	/	80	93	54	/	87	105
MRP reversal with doxorubicin	/	/	92	89	59	/	86	111

Whole records, looked up by structure. Order of values: NFkB transloc pot, NFkB transloc pot cell count 2 µM, Bcl-B TR3 displacers, IL1B NFkB inh, IL1B NFkB inh cell count 2 µM, PLAP inhibition, MRP reversal, MRP reversal cytotoxicity, MRP reversal with doxorubicin
Entry for `Cc1ccc(-c2nn(C)c(=O)c3ccccc23)cc1S(=O)(=O)N1CCCC1` = 3, 67, -1%, -3, 67, -50%, /, /, /
Entry for `O=C(Nc1ccccc1C(F)(F)F)c1cc(S(=O)(=O)N2CCC3(CC2)OCCO3)ccc1F` = 4, 162, 19%, -4, 162, -1%, -1, 75, 77
Entry for `N=C1C(c2nc3ccccc3c(=O)[nH]2)=C(O)CN1c1ccccc1` = 36, 153, -104%, -36, 153, -116%, /, /, /

Next part:
49	Cc1ccc(S(=O)(=O)c2cccc(S(=O)(=O)N3CCCC3)c2)cc1S(=O)(=O)N1CCCC1
50	Cc1ccc(S(=O)(=O)N(CC(=O)Nc2cccc([N+](=O)[O-])c2)C2CCCCC2)cc1
51	O=C(Nc1ccon1)c1cc(-c2ccccc2)nc2ccccc12
52	CCC(C)(C)n1nnnc1C(c1cc2cc(OC)ccc2[nH]c1=O)N1CCc2ccccc21 (stereo unspecified)
53	Cc1ccc(S(=O)(=O)NC(CC(N)=O)C(=O)O)cc1 (stereo unspecified)
54	CCOc1ccccc1NC(=O)C1C2C=CC(O2)C1C(=O)O (stereo unspecified)
55	CCOC(=O)c1c(CC(C)C)csc1NC(C)=O
56	O=C(COC(=O)c1ccccc1-c1ccccc1[N+](=O)[O-])c1ccccc1

assay / entry	49	50	51	52	53	54	55	56
NFkB transloc pot	/	0	-72	3	0	9	12	28
NFkB transloc pot cell count 2 µM	/	146	5	179	57	90	150	123
Bcl-B TR3 displacers	3%	1%	/	-22%	1%	-14%	2%	/
IL1B NFkB inh	/	0	72*	-2	0	-9	-12	-28
IL1B NFkB inh cell count 2 µM	/	146	5*	179	57	90	150	123
PLAP inhibition	-49%	-1%	/	-60%	-5%	-35%	4%	/
MRP reversal	-7	/	16	16	-5	-13	24	10
MRP reversal cytotoxicity	46	/	67	81	93	86	100	91
MRP reversal with doxorubicin	53	/	51	65	98	99	76	81

57	c1ccc(-c2csc3ncn4nnnc4c23)cc1
58	Cc1ccc(N(C(=O)Cn2nnc3ccccc32)C(C(=O)NCc2ccco2)c2ccc(C)o2)cc1 (stereo unspecified)
59	CC1CCc2nn(CC(=O)NCCN3CCCCC3C)cc2C1 (stereo unspecified)
60	CC(=O)c1cccc(NC(=O)N2CCCC2C(=O)NCCC(C)C)c1 (stereo unspecified)
61	Cn1c(C(O)c2ccccc2F)nc(Cl)c1Cl (stereo unspecified)
62	COc1cc2cc(C(c3nnnn3C3CCCC3)N3CCCCC3)c(=O)[nH]c2cc1OC (stereo unspecified)
63	CCCOc1ccc(CCc2n[nH]c(=S)n2Cc2ccccc2)cc1
64	C=C(C)Cn1c(SCC(=O)O)nnc1-c1ccc(C(C)(C)C)cc1
65	CC(CN1CCOCC1)OC(=O)c1ccccc1Br (stereo unspecified)
66	NC(=O)c1c(NC(=O)CSc2nnc(-c3ccccc3)n2CC2CCCO2)sc2c1CCC2 (stereo unspecified)
67	CCOC(=O)c1c(NC(=O)CSc2nnc3c(n2)[nH]c2ccccc23)sc2c1CCN(C)C2

assay / entry	57	58	59	60	61	62	63	64	65	66	67
NFkB transloc pot	-6	/	8	1	10	2	/	14	-4	-2	4
NFkB transloc pot cell count 2 µM	92	/	66	131	176	104	/	131	167	153	178
Bcl-B TR3 displacers	-6%	-10%	14%	-4%	-4%	-2%	-9%	-11%	-3%	-13%	/
IL1B NFkB inh	6	/	-8	-1	-10	-2	/	-14	4	2	-4
IL1B NFkB inh cell count 2 µM	92	/	66	131	176	104	/	131	167	153	178
PLAP inhibition	-11%	-50%	-37%	7%	3%	3%	-12%	-16%	-5%	-54%	/
MRP reversal	5	-12	13	4	-9	5	/	1	1	-33	/
MRP reversal cytotoxicity	95	77	101	99	94	90	/	91	99	33	/
MRP reversal with doxorubicin	90	89	88	95	103	85	/	90	98	66	/
